HGIII-sPLA2 inh – human group III sPLA2 inhibitors, primary screen, biochemical, QFRET, BODIPY PC-A2 liposome substrate; Group 3 secretory phospholipase A2 (Homo sapiens), Q9NZ20; QFRET BODIPY PC-A2 liposome hydrolysis, fluorescence; inhibition, % at 12.2 µM; 370,000 compounds, 0.56% hits; AID 743126, 2013;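 active means inhibition above mean plus 3 SD of compounds lying within the high and low control bounds, cut at about 19% in these data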;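 further: 0% = median of test compound wells and 100% = no enzyme DMSO wells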
Target sequence (Q9NZ20 whole entry, looked up): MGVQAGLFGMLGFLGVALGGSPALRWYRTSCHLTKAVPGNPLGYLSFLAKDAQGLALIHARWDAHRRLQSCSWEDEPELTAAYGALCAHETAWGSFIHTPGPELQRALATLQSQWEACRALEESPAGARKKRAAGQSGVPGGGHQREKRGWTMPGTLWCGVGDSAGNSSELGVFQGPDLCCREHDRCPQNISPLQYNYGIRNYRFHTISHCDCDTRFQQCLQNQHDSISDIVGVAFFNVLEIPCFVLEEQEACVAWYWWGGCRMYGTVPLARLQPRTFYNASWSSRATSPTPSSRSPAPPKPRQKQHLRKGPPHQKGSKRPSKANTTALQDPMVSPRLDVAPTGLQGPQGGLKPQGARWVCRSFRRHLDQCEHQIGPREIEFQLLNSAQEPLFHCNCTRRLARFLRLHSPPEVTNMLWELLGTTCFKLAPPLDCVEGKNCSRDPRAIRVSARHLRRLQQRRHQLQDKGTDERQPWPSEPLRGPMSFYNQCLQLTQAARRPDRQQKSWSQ
rCAG binder – binders of r(CAG) RNA repeats, primary screen, biochemical, fluorescence; AID 651821, 2012; r(CAG) RNA repeat, TO-PRO-1 dye displacement fluorescence; 370,000 compounds, 1.3% hits; inhibition, % at 3 µM;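 active means inhibition above the plate cutoff, the mean of all test compounds on that plate plus 3 SD, cut at about 35% in these data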;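 further: 0% = DMSO alone and 100% = 100 µM mitoxantrone as full dye displacement; higher means more dye released from RNA so lower well fluorescence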
proKLK7 act – proKLK7 zymogen activators, primary screen, biochemical, fluorescence intensity | Kallikrein-7 (Homo sapiens), P49862 | purified proKLK7, EDANS-DABCYL substrate fluorescence; 100% is mature enzyme control, 0% vehicle | activation, % at 7 µM | 370,000 compounds, 0.9% hits | AID 652039, 2013;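 active means activation above the mean of all tested compounds plus 3 SD, computed per campaign excluding outliers beyond control limits, cut at about 13% in these data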
Target sequence (P49862 whole entry, looked up): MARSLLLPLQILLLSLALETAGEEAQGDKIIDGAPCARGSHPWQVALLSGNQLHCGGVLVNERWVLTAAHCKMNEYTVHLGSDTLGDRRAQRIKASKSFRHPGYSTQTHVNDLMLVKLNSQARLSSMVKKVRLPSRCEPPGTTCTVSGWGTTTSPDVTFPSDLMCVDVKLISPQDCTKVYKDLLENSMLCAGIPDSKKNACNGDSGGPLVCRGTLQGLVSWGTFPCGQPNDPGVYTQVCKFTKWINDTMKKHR
ASAP1 GAP inh – inhibitors of human ASAP1 ArfGAP activity, primary screen, biochemical, fluorescence polarization; Arf-GAP with SH3 domain, ANK repeat and PH domain-containing protein 1 (Homo sapiens), …; inhibition, % at 16.5 µM; ASAP1-stimulated ARF1 GTP hydrolysis, GDP FP detection; 360,000 compounds, 0.19% hits; AID 624377, 2012; in the data active means inhibition above about 25%;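 further: 0% = vehicle with enzyme and substrate and 100% = no enzyme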
ADAM10 inh – human ADAM10 inhibitors, primary screen, biochemical, QFRET, HTS; Disintegrin and metalloproteinase domain-containing protein 10 (Homo sapiens), O14672; AID 720582, 2013; recombinant ADAM10, EDANS/DABCYL FRET peptide cleavage, 3 h; inhibition, % at 7 µM; 370,000 compounds, 0.62% hits;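 active means inhibition above a per-campaign cutoff equal to the mean of compounds falling between control-based bounds plus 3 SD, cut at about 20% in these data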;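 further: 0% = DMSO wells while the 100% control is not disclosed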
ARFGAP1 inhibitor – inhibitors of rat ARFGAP1 GAP activity, primary screen, biochemical, fluorescence polarization, GDP tracer. AID 651572, 2012. Arfgap1-stimulated ARF1 GTP hydrolysis, GDP FP detection. inhibition, % at 16.5 µM. ADP-ribosylation factor GTPase-activating protein 1 (Rattus norvegicus), Q62848. 360,000 compounds, 0.26% hits;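 active means inhibition above a per-plate limit, mean inhibition of low control wells plus 3 SD, cut at about 25% in these data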;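 further: 0% = DMSO wells with enzyme and 100% = wells lacking Arfgap1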
Target sequence (Q62848 1-136 limits assumed): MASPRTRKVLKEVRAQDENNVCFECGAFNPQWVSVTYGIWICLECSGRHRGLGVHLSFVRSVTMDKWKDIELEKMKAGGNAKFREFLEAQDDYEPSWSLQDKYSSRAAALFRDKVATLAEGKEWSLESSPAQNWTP
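material = rat Arfgap1 catalytic domain, aa 1-136 | also added = human ARF1(Δ1-17)-GTP substrate | compound dosing = one concentration, 16.5 µM, DMSO 1.26% | times = GTP hydrolysis reaction 2 h at 25 °C | measured by = FP, GDP Alexa 633 tracer displaced from anti-GDP antibody, 620/688 nm | evaluation = percent inhibition of Arfgap1-stimulated GTP hydrolysis | replication = single well per compound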
NPR1 activator – GC-A stimulated cGMP production enhancers – HEK293 GC-A cells, cGMP TR-FRET, EC30 ANP, primary screen. 370,000 compounds, 0.14% hits. AID 1671463, 2021. 0% at EC30 ANP, 100% saturating ANP. activation, % at 10 µM; in the data active means activation above about 40%
GAA850 FXN act – FXN promoter activators, primary screen, cell-based, luciferase luminescence, HEK293 lucGAA850; HEK293 lucGAA850 FXN promoter luciferase reporter, 24 h; percent of 10 µM SAHA response; 360,000 compounds, 0.56% hits; AID 540364, 2011; activation, % at 6 µM;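 active means activation above the average of all compounds screened plus 3 SD, cutoff fixed separately per campaign, cut at about 7.5% in these data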;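 further: 0% = DMSO wells and 100% = 10 µM SAHA wells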
GC-B act – human GC-B receptor activators, primary screen, HEK293 GC-B cells, cGMP TR-FRET, EC30 CNP; Atrial natriuretic peptide receptor 2 (Homo sapiens), P20594; 0% at EC30 CNP, 100% saturating CNP; activation, % at 10 µM; AID 1920062, 2024; 370,000 compounds, 0.11% hits;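 active means activation at 10 µM reaching about 35% in either raw or pattern-adjusted values, limit read from the data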
Tn6 DDE FP – inhibitors of Tn6 peptide binding to fibrin DD(E), primary screen, biochemical, fluorescence polarization, human fibrin, Tn6 probe; Fibrin DD(E) TRITC-Tn6 fluorescence polarization displacement; inhibition, % at 8.3 µM; 370,000 compounds, 0.21% hits; AID 720509, 2013;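 active means inhibition above a per-campaign cutoff: mean of compounds within control limits plus 3 SD, cut at about 15% in these data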;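 further: 0% = median of all compound wells on the plate and 100% = blocking peptide control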
Starred values were filed as active, the others as inactive; . = not tested or not shown; & = joins results of further samples. Rows were taken by chance. Share with any hit: about 4.5%.

SMILES | HGIII-sPLA2 inh | rCAG binder | proKLK7 act | ASAP1 GAP inh | ADAM10 inh | ARFGAP1 inhibitor | NPR1 activator | GAA850 FXN act | GC-B act | Tn6 DDE FP
COC(=O)[C@]1(Cc2ccccc2)N[C@H](CN(C)C(=O)c2ccccc2)[C@@H]2C(=O)N(Cc3ccccc3)C(=O)[C@@H]21 | -2.5 | 0.1 | 0.4 | -0.6 | -14.9 | -8.0 | 3.6 | -4.7 | -5.9 | 3.7
Cc1noc(C)c1COC(=O)COc1cccc2c1OC(C)(C)C2 | 14.0 | -6.2 | -0.1 | -12.8 | -6.7 | 2.3 | 1.8 | -0.2 | 3.6 | -4.0
COc1ccc(C(CNC(=O)c2ccc(Cl)c(S(=O)(=O)N3CCCC3)c2)N2CCCC2)cc1 (stereo not drawn) | -13.7 | 0.2 | 0.1 | -1.9 | -1.0 | -12.3 | -15.1 | -3.4 | -12.2 | 11.9
CCC(C)C(=O)Nc1ccc([N+](=O)[O-])cc1OC (stereo not drawn) | 3.2 | 1.0 | 0.5 | -5.5 | 5.0 | -1.7 | 1.6 | -1.3 | 1.4 | 11.6
CCn1c(COc2ccccc2C)nnc1SCC(=O)CC(=O)Nc1ccccc1 | 1.1 | 17.7 | 0.5 | 10.4 | 0.5 | -3.1 | -3.9 | -1.6 | -1.8 | 11.5
CSc1ccc(-c2nc(CN(C)C3CCOC3)c(C)o2)cc1 (stereo not drawn) | -2.4 | -2.4 | 0.0 | -12.3 | -0.7 | -6.3 | 1.9 | 3.3 | -1.1 | -2.5
Cc1ccc(-c2nnc(SCC(=O)N3CC(C)CC(C)C3)o2)cc1C (stereo not drawn) | -10.3 | -1.8 | 0.6 | 4.6 | -4.8 | -6.3 | 0.9 | 0.9 | 0.8 | 0.3
c1ccc(COc2ncnc3c2ncn3CCCNCc2ccccn2)cc1 | -4.2 | -1.2 | -0.6 | 16.5 | -0.6 | 2.0 | 0.9 | 3.6 | -1.6 | -3.0
CSc1cccc(NC(=O)c2nnn(Cc3ccccc3)c2N)c1 | -7.0 | 1.1 | -0.5 | 2.5 | 13.7 | 1.3 | -0.2 | -0.2 | -3.1 | 1.0
CN(CC(=O)Nc1cccc(F)c1)CC(=O)N1CCc2ccccc21 | -0.5 | 0.0 | 0.3 | -7.8 | 3.7 | 9.8 | -2.7 | 0.8 | 0.1 | 11.2
C=CCn1c(-c2cc(OC)cc(OC)c2)n[nH]c1=S | 9.2 | -3.3 | -0.1 | 13.1 | -5.3 | 5.2 | 0.0 | 1.8 | -2.7 | -3.6
Cc1ccc(C(=O)N/C(=C\c2cccc([N+](=O)[O-])c2)C(=O)NC(Cc2ccccc2)C(=O)O)cc1 (stereo not drawn) | -1.3 | 30.6 | -0.4 | -0.9 | -6.6 | -3.3 | 8.6 | 2.1 | 4.6 | -6.5
FCc1nc2nc(Cl)c(Cl)nc2[nH]1 | -0.8 | 1.0 | -0.2 | -11.8 | -36.2 | 2.9 | 0.6 | -0.7 | -0.3 | 0.4
O=C(Nc1ccc(Cl)c(Cl)c1)c1ccc2c(c1)OCO2 | -0.2 | 7.3 | 0.3 | 6.8 | 5.7 | 5.7 | -0.3 | -0.1 | -0.3 | -5.2
Cc1cc(NS(=O)(=O)c2ccccc2)no1 | 6.8 | -0.7 | -0.6 | 7.7 | -18.8 | 9.1 | 5.5 | -0.1 | 3.6 | -1.5
CCCN(CCC)CCNC(=O)Cn1cnc2sc(C)c(S(=O)(=O)N3CCOCC3)c2c1=O | 2.2 | -6.3 | 0.1 | -3.2 | -6.9 | 1.0 | -0.1 | 0.3 | -1.5 | -7.0
C=CCCC1CN(Cc2ccc(OC)cc2)S(=O)(=O)c2c(Oc3ccc(C)cc3)cccc2O1 (stereo not drawn) | -1.7 | 8.7 | 0.7 | 6.6 | 2.3 | 5.1 | 1.8 | . | 3.6 | -2.6
Cc1cc(=O)[nH]c2c(C)cc(S(=O)(=O)NCc3ccccc3)cc12 | 7.3 | -0.7 | -0.8 | 11.0 | -11.5 | 1.7 | 6.2 | 0.5 | 16.3 | 0.3
CCOC(=O)C1(C)C(=O)CC2c3nc4ccccc4cc3CN2C1=O (stereo not drawn) | 5.3 | 14.9 | 19.8* | 7.1 | -62.4 | 8.5 | 0.8 | -1.4 | 8.7 | 74.8*
O=C(O)/C=C/c1ccc(S(=O)(=O)Nc2cccnc2)cc1 | -0.7 | 1.6 | 0.5 | -13.6 | 4.7 | 10.0 | 0.7 | -1.0 | 3.9 | -4.2
Cc1nc2ccc(C(=O)N3CCCC(CO)(Cc4ccc(F)cc4F)C3)cc2nc1C (stereo not drawn) | -12.6 | -7.1 | -0.1 | 8.7 | -5.1 | 4.9 | 2.0 | -2.0 | 4.8 | 0.4
COc1cccc(NC(=O)CN(C)C(=O)CSc2ncnc3sc(C)c(C)c23)c1 | 2.6 | 2.5 | 0.2 | -0.2 | -12.9 | 1.5 | -3.3 | -2.0 | -2.7 | 0.6
O=C(NC1CCC1)C1CCC(=O)N(Cc2ccccc2F)C1 (stereo not drawn) | 5.7 | 1.6 | -0.2 | 3.1 | -5.2 | 20.8 | -0.2 | -0.2 | 5.4 | -2.1
CC(Oc1ccc(C(=O)c2ccccc2)cc1)C(=O)Nc1ccc(S(N)(=O)=O)cc1 (stereo not drawn) | -15.7 | 9.7 | 0.1 | 3.2 | 7.0 | 5.0 | -2.9 | 1.6 | -5.2 | -3.1
COc1ccc(S(=O)(=O)N2CCN(Cc3ccccc3)CC2)cc1 | -4.4 | -3.2 | -0.1 | 0.2 | 3.3 | -0.9 | 2.4 | 4.5 | 1.4 | 5.7
Cc1ccc(/C=N/NC(=O)CNC(=O)c2ccc(S(=O)(=O)N(C)C)cc2)cc1 | 2.7 | -2.9 | 0.2 | -16.2 | -7.0 | -10.8 | 1.3 | 0.8 | 5.1 | 4.4
CC(=O)Nc1cccc(OCC(O)Cn2c(C)nc3ccccc32)c1 (stereo not drawn) | -1.8 | 5.8 | 0.1 | -1.0 | -12.7 | -0.6 | 4.0 | 2.1 | -9.9 | -2.1
CC(C)(C)NC(=O)C(c1cccs1)N(Cc1ccc(F)cc1)C(=O)c1csnn1 (stereo not drawn) | 2.8 | -3.0 | 0.3 | 1.0 | -9.1 | 0.2 | -28.1 | 3.6 | -7.0 | 0.5
Cc1ccc(F)cc1NCC(=O)Nc1ccc(Br)cc1 | -6.0 | 1.8 | 0.4 | -3.0 | 4.7 | -5.7 | -3.5 | 1.4 | -1.4 | -7.7
CC/C(=C/c1sc2ccccc2[n+]1CC)SC | -9.8 | -4.2 | -0.5 | -0.7 | -5.3 | 3.8 | 7.2 | -2.5 | -0.1 | -5.5
COc1cccc(-c2cnc3c(NC(C)=O)cc(-c4cccc(NC(C)=O)c4)cn23)c1 | -7.7 | 7.3 | -1.1 | 8.1 | -61.9 | 8.8 | 7.9 | -1.0 | 13.4 | -1.1
CCCCN(C(=O)CN1CC(C)OC(C)C1)c1c(N)n(CC(C)C)c(=O)[nH]c1=O (stereo not drawn) | 6.2 | -1.9 | 0.1 | -5.0 | -45.7 | -2.8 | 1.4 | 1.6 | -1.0 | 2.5
c1ccc(CCn2cnc3ccccc32)cc1 | 8.1 | -1.9 | -0.4 | -6.8 | -4.2 | 26.0* | 2.1 | 4.5 | -0.3 | -3.2
CC1(C(=O)CSc2nc3ccccc3[nH]2)CCC(=O)O1 (stereo not drawn) | 8.9 | 7.1 | 0.4 | 10.4 | -6.4 | 12.2 | 1.3 | 2.7 | 2.6 | -2.2
CCOc1cc2c(cc1OCC)C(c1ccc(OC)c(OC)c1)N(c1ccc(C(=O)O)cc1)C(=O)C2 (stereo not drawn) | -10.8 | 11.7 | 0.2 | 7.7 | -1.5 | -6.4 | 2.9 | -0.5 | 0.0 | -4.7
Oc1oc(-c2ccccc2)nc1/C=N/c1ccccn1 | 2.6 | 2.3 | 0.2 | 0.8 | -14.7 | -4.9 | -5.3 | 2.7 | -3.2 | 2.9
CCCCCCCCN1C(=O)[C@@H](CC(=O)NCCCOC)C[C@@]2(C(=O)OC)C1=C[C@H](C(C)C)O[C@@H]2C1CC1 | -6.9 | 0.0 | 0.3 | . | 5.9 | . | 5.3 | . | -3.6 | 2.6
COc1cc(C(=O)N2CCN(c3ccccn3)CC2)cc(OC)c1OC | 5.3 | -5.7 | -0.2 | 5.0 | -3.8 | 6.4 | 0.9 | 1.8 | 0.1 | -6.8
CN(CC(CC(=O)Nc1nncs1)c1ccccc1)S(=O)(=O)c1ccccc1 (stereo not drawn) | -6.8 | 1.3 | 0.0 | 2.9 | -16.8 | 13.8 | -6.6 | -1.3 | -7.3 | -3.0
COc1ccc(/C=C/C2=CC(C)(C)NC(=S)N2)cc1OC | 15.0 | 2.1 | -0.2 | 15.3 | -5.1 | -4.9 | -0.1 | 0.5 | 2.9 | -2.7
c1ccc(CNc2ncnc3ccccc23)cc1 | 1.8&-0.4 | 1.5&4.3 | 0.0&0.1 | -20.2&-10.7 | 4.1&8.1 | 5.4&-5.9 | 6.3&1.8 | -6.1&-5.2 | -2.7&5.7 | -4.3&1.5
O=C(CN1CCC(Cc2ccccc2)CC1)NCCc1ccc(F)cc1 | -5.6 | -6.7 | -0.7 | -1.8 | 6.6 | -5.0 | 1.2 | 2.7 | -1.2 | 2.0
Cc1ccc2c(Cl)cc(Cl)c(OCC(=O)OCC(=O)Nc3ccc(C#N)cc3)c2n1 | 9.7 | -2.9 | -0.5 | -1.5 | -15.2 | 2.7 | 2.7 | 1.6 | -0.8 | -2.4
